Hsp70 inhibitors = Hsp70 inhibitors, probe displacement, primary screen, biochemical, fluorescence polarization (AID 583). Hsp70 fluorescence polarization probe displacement, mP; higher % means a stronger effect. one-dose displacement, % at 20 µM; IC50 in µM for titrated hits. actives 0.06% (n = 140,000); in the data active = displacement above about 50%;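 also: plate controls were vehicle for no effect and reference ligand for full effect; a part of the inactive calls stands beside numbers as strong as those of hits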
Rat MKP-3 inhibitors = MKP-3 phosphatase inhibitors, primary screen, biochemical, rat enzyme, in vitro (AID 425). recombinant MKP-3 phosphatase activity, fluorescence; higher % means a stronger effect. inhibition, % at 20 µM, or IC50 in µM where a hit was titrated. actives 0.17% (n = 110,000); in the data active = inhibition above about 50%;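 also: plate controls were vehicle for no effect and reference inhibitor for full effect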
* marks the source's active call; other numbers are inactive results; / = not tested or not shown; & = joins results of further samples. These rows are one share of the data; the hit share may differ from the screen's.

SMILES	Hsp70 inhibitors	Rat MKP-3 inhibitors
Cc1ccccc1C(=O)N/N=C/c1ccc([N+](=O)[O-])s1	3.4%	/
COCC(C)NC(=O)NC1(C(F)(F)F)Oc2ccc(Cl)cc2O1 (stereo not drawn)	3.7%	3%
CC(C)(C)c1cc(Cn2cc3cc([N+](=O)[O-])ccc3n2)cc(C(C)(C)C)c1O	-0.2%	2%
COC(=O)/C(=C/c1c[nH]c2ccccc12)N=Cc1ccccc1	3.2%	0%
CCc1nc2oc3cc(OC)ccc3c(=O)c2c(=O)n1Cc1ccco1	-1.8%	2%
O=C(Nc1ccccc1I)c1cc(-c2ccccc2)nc2ccccc12	3.3%	-3%
CC(C)OC(=O)CSc1nc2c(c(C3CC=CCC3)c1C#N)CCC2 (stereo not drawn)	1.0%	/
COc1cccc(/C=N/NC(=O)C(=O)N2CCCC2)c1	1.7%	0%
N/C(CCN1CCCCC1)=N/O	-2.6%	-8%
COc1ccc2oc(C(F)F)cc(=O)c2c1	-2.7%	4%
COc1ccc(C(=O)NCc2cccnc2)cc1	2.5%	/
COc1ncnc2c1N=C1CC(C)(C)CC(N)=C1S2	44%	1%
COCCCNC(=O)CCCOc1ccccc1	-0.1%	-4%
CCn1ncc(C2=NOC(C(=O)Nc3ccccc3C(=O)OC)C2)c1C (stereo not drawn)	0.6%	14%
COc1ccc(Nc2nc(-c3cccs3)cs2)c(OC)c1	0.7%	/
O=C1c2ccccc2-c2c(NC3CCCCC3)c(=O)[nH]c3cccc1c23	77%	-4%
CCOC(=O)CSC1=C(C#N)C(c2ccco2)C(C(=O)OCc2ccccc2)=C(C)N1 (stereo not drawn)	2.1%	0%
CCOc1ccc(-c2nnn(CC(=O)NCc3cccs3)n2)cc1	-1.6%	-4%
COc1ccc(N/N=C(/N=Nc2nc(C)cc(=O)[nH]2)c2ccccc2)cc1	4.5%	/
CCCCCCNC(=O)CC(NS(=O)(=O)c1ccc(NC(C)=O)cc1)C(C)C (stereo not drawn)	0.6%	-5%
Clc1ccc(CSc2nsc(SCc3ccc(Cl)cc3)n2)cc1	-3.0%	3%
C=CCn1c(-c2cc(Cl)ccc2OC)n[nH]c1=S	4.7%	/
Cc1ccc(C2=C(C#N)C(N)=C(C#N)C3=CCCC32)c(C)c1 (stereo not drawn)	6.8%	4%
CC(=O)Nc1nonc1-c1ccccc1	11%&4.1%	-8%&-2%
CCOc1ccc(-n2c(=S)sc3c(=O)[nH]c(SCC(=O)N4CCC(C)CC4)nc32)cc1	6.2%	/

The results go on.
SMILES	Hsp70 inhibitors	Rat MKP-3 inhibitors
CCOc1cc(S(=O)(=O)Nc2ccc(Cl)cn2)ccc1Cl	0.8%	/
Fc1c(F)c(C(F)(F)F)c(F)c(F)c1Oc1cccc2cccnc12	-3.0%	6%
COCCn1c(=S)[nH]c2cc(C(=O)N3CCC(C(N)=O)(N4CCCCC4)CC3)ccc2c1=O	-4.8%	-5%
CCOc1cc(C(=O)Nc2ccc3c(c2)OCO3)ccc1OC(F)F	3.0%	0%
CCOC(=O)C1C(=O)NC(N2CCN(CC)CC2)=NC1c1ccccc1 (stereo not drawn)	2.4%	-3%
CCc1nnc(NC(=O)c2cccc(S(=O)(=O)N3CCN(c4ccccc4)CC3)c2)s1	2.4%	-18%
CC(=O)NS(=O)(=O)c1ccc(NS(=O)(=O)c2ccc(C)cc2)cc1	-9.0%	-4%
COc1ccc2c(c1)C1CC(C)(NC(=O)C1C(=O)c1ccccc1)O2 (stereo not drawn)	4.4%	-3%
COc1ccc(S(=O)(=O)CCC(=O)N2c3ccccc3CC2C)cc1 (stereo not drawn)	1.4%	3%
CC1=C(C(=O)Nc2ccccc2)C(c2ccc(O)c(O)c2)NC(=S)N1 (stereo not drawn)	-0.4%	2%
CCc1ncc(C(O)c2ccccc2OC)n1C (stereo not drawn)	4.4%	0%
O=C(Nc1ccccc1)NC1CCCC1	-0.2%	-3%
CCOC(=O)c1c2n(c3ccc(O)cc13)CCCCC2	1.7%	-14%
Cc1cnc(NC(=O)CSc2nnc(-c3ccncc3)n2C2CCCCC2)s1	0.6%	-1%
Cc1ccc(S(=O)(=O)NCC(=O)N(CC(=O)NCc2ccco2)Cc2ccc3c(c2)OCO3)cc1	-3.8%	-20%
COc1ccc(C2C(=O)N(C3CCCCC3)CC(=O)N2Cc2ccc3c(c2)OCO3)cc1 (stereo not drawn)	10%	-11%
CC(C)CCn1cnc2c(cnn2-c2ccc(Cl)cc2)c1=O	0.3%	5%
Cc1ccc(-c2csc(NC(=O)CSc3nc(C)cc(=O)[nH]3)n2)cc1	3.4%	/
Cc1ccc(-n2c(C)cc(/C=N/NC(=O)CN3CCOCC3)c2C)c(C)c1	3.0%	0%
COCCOC(=O)C1=C(C)N=C2SCCC(=O)N2C1c1ccc(C(=O)OC)cc1 (stereo not drawn)	7.0%	-5%
CN1C2C=C3C(C#N)=C(N)C(C#N)(C#N)[C@@H](c4cccs4)C3C1CC2 (stereo partly drawn)	3.7%	-11%
CCOC(=O)c1c(NC(=O)c2ccnn2C)sc(C)c1C	0.0%	/
O=C1C(=O)N(CCCn2ccnc2)C(c2ccccn2)/C1=C(/O)c1ccccc1 (stereo not drawn)	1.8%	2%
CCOc1ccc(-c2nnc(-c3ccccc3)o2)cc1	-2.4%	/
CN1CCCN(C(c2ccccc2)c2ccc(Cl)cc2)CC1 (stereo not drawn)	5.5%	3%

Three of the entries above in order of the Hsp70 inhibitors value, smallest number first:
SMILES	Hsp70 inhibitors	Rat MKP-3 inhibitors
COCCCNC(=O)CCCOc1ccccc1	-0.1%	-4%
CC(C)CCn1cnc2c(cnn2-c2ccc(Cl)cc2)c1=O	0.3%	5%
CCCCCCNC(=O)CC(NS(=O)(=O)c1ccc(NC(C)=O)cc1)C(C)C (stereo not drawn)	0.6%	-5%

The listing continues:
SMILES	Hsp70 inhibitors	Rat MKP-3 inhibitors
CCC(C)Nc1nc2c(c(=O)[nH]c(=O)n2C)n1CCC(C)C (stereo not drawn)	2.8%	-8%
CCOc1ccc(C2C(C(=O)/C=C/c3ccccc3)=C(O)C(=O)N2CCCCCC(=O)O)cc1 (stereo not drawn)	7.3%	1%
O=C(O)CCC(=O)N1CCc2cc(S(=O)(=O)Nc3ccc4c(c3)OCCO4)ccc21	1.7%	-7%
Cc1ccc(NC(=O)CCC(=O)N2CC(=O)NC(=O)C2)cc1	8.6%	-1%
CC(=O)Nc1ccc(S(=O)(=O)NC(=O)CC(C)C)cc1	-2.7%	-1%
CCCn1c(=O)c(C(=O)Nc2cc(Cl)ccc2OC)c(O)c2ccccc21	6.7%	-1%
CC1(C)NC(=O)N(CC(O)Cn2nnc3ccccc32)C1=O (stereo not drawn)	2.7%	3%
CC(=O)c1ccc(NC(=S)NC(=O)c2ccccc2)cc1	2.8%	-4%
CCCNC(=O)c1nn2c(C(F)(F)F)cc(-c3ccccc3)nc2c1Br	-1.1%	0%
CC(Oc1cccc(Cl)c1)C(=O)N1CCN(Cc2ccccc2)CC1 (stereo not drawn)	4.6%	3%
O=S(=O)(NCc1ccc(F)cc1)c1ccccc1	-1.7%	3%
CCCCn1c(N)c(N(CCC(C)C)C(=O)CSc2nnc3ccccn23)c(=O)[nH]c1=O	-4.4%	-2%
CCC1CCCCN1Cc1c(O)ccc2c(=O)c(-c3ccc(Cl)cc3)coc12 (stereo not drawn)	-3.7%	2%
COc1ccc(/C(N)=N/OC(=O)c2cccc(C)c2)cc1	2.9%	2%
O=C(Nc1ccccc1[N+](=O)[O-])C1C(c2ccccc2)C1(Cl)Cl (stereo not drawn)	-2.2%	0%
CC12C(=O)N(c3cccc4cccnc34)C(=O)C1C1C=CC2C1 (stereo not drawn)	2.9%	-6%
Cc1cccc(NCC(=O)N/N=C\c2c(Br)cc(Br)c(O)c2Br)c1	18%	4%
CCCC(=O)N1CCN(c2ccc(NC(=O)c3cc4ccccc4o3)cc2)CC1	/	-1%
O=C(N1CCOCC1)N1CCN(CC(O)COc2ccc3ccccc3c2)CC1 (stereo not drawn)	2.4%	-4%
OC(CN1CCCC1)Cn1c2ccc(Br)cc2c2cc(Br)ccc21 (stereo not drawn)	0.1%	1%
CN(C)CCN1C(=O)C(=O)/C(=C(/O)c2ccc(S(=O)(=O)N3CCOCC3)cc2)C1c1ccccc1 (stereo not drawn)	-0.7%	-5%
O=C(O)CCc1ccc(-c2ccc(F)cc2)n1CC(=O)O	2.1%	-5%
O=S(=O)(c1ccc(Cl)cc1)N1CCN(c2ccccn2)CC1	4.5%	-2%
COc1cc(C)c(S(=O)(=O)N2CCCC2)cc1C	/	-6%
O=C1c2ccc3c4c(ccc(c24)C(=O)N1/N=C/c1ccccc1)CC3	3.4%	3%

The listing continues:
SMILES	Hsp70 inhibitors	Rat MKP-3 inhibitors
COc1ccc(NC(=O)Cn2nc(C)c([N+](=O)[O-])c2C)cc1OC	5.5%	2%
Cn1c(O)c(/C=C2/C=CC=N2)c(=O)n(-c2ccccc2)c1=S	53%*	96%*
COc1ccc(-c2cc(C(=O)Nc3c(C)cccc3C)c3ccccc3n2)c(OC)c1	1.7%	4%
Cc1cccc(NC(=O)/C(C#N)=C/c2cn(CC(=O)Nc3ccccc3)c3ccccc23)c1C	0.6%	6%
O=C(N1CCOCC1)N(Cc1cccs1)C1CCCC1	-3.3%	-4%
CCOC(=O)c1c(-c2ccc(C)o2)csc1NC(=O)CSc1nnc(C)s1	-2.7%	-1%
CC1(C)Cc2c(sc3ncn4nc(CO/N=C/c5ccccc5Cl)nc4c23)C(C)(C)N1	-1.6%	1%
O=C(NCc1ccco1)c1cc2nc(-c3cccs3)cc(C(F)(F)F)n2n1	8.9%	-2%
COc1ccc(N2C(=O)CC(N3CCN(c4ccc(S(C)(=O)=O)cc4)CC3)C2=O)cc1 (stereo not drawn)	3.5%	/
CC(=O)Nc1ccc(NC(=O)CN(c2ccc(F)cc2)S(=O)(=O)c2ccc3c(c2)OCCO3)cc1	0.7%	/
Cc1c(C(N)=O)sc2nc(-c3ccccc3)cn12	-2.2%	-2%
CCc1ccc(-c2nn(-c3cc(N4CCN(C)CC4)ccc3[N+](=O)[O-])c(=O)c3ccccc23)cc1	1.3%	0%
CC(C)(C)C(=O)NCC12C=CC(O1)C1C(=O)N(c3ccccc3)C(=O)C12 (stereo not drawn)	3.3%&-0.2%	0%
COc1ccc(C2CC(C(F)(F)F)n3nc(C(=O)NCCCN4CCOCC4)c(Cl)c3N2)cc1OC (stereo not drawn)	1.1%	-3%
CSc1ccc(S(=O)(=O)N(CC(=O)Nc2cccc(C(C)=O)c2)c2ccc(C)cc2)cc1	2.0%	1%
NC(=O)CSc1nnnn1-c1ccc(OC(F)(F)F)cc1	-3.5%	-1%
COc1ccc(CNS(=O)(=O)c2ccc(C3CNC(=O)C3)cc2)cc1 (stereo not drawn)	3.4%	5%
CCC(C)c1ccc(OCCOc2ccc(C=C3C(=O)NC(=S)NC3=O)cc2OC)cc1 (stereo not drawn)	2.9%	2%
O=C(NCc1cccs1)c1ccccc1F	-4.2%	-3%
COc1ccccc1-c1cc(C(F)(F)F)nc(S(=O)(=O)CCCC(=O)N2CCOCC2)n1	-1.3%	-5%
Nc1nonc1-c1noc(CCCOc2ccc(Cl)cc2Cl)n1	4.3%	6%
CC(C)CC(C(=O)NCc1ccccn1)N1C(=O)c2ccccc2C1=O (stereo not drawn)	-1.9%	-2%
CS(=O)(=O)NCCOc1ccc(S(=O)(=O)N2CCCc3ccccc32)cc1	-1.9%	-3%
Cc1ccc(NC(=S)NC(=O)c2ccccc2)cc1Br	3.6%	-3%
COc1cccc(C(C(=O)NC2CCCC2)N(Cc2ccco2)C(=O)c2ccco2)c1OC (stereo not drawn)	-1.6%	/

Other results follow:
SMILES	Hsp70 inhibitors	Rat MKP-3 inhibitors
O=C(c1ccccc1)c1cc(F)c(N2CCOCC2)cc1Cl	4.5%	-6%
CCC(C)NS(=O)(=O)c1ccc(OCC(=O)Nc2ccc(F)cc2F)cc1 (stereo not drawn)	3.5%	/
CCN(CC(=O)NCCc1ccc(S(N)(=O)=O)cc1)Cc1nc2ccccc2c(=O)[nH]1	9.0%	-10%
c1ccc(CCCNCCc2ccc3c(c2)OCO3)cc1	3.9%	1%
O=C(Cc1cccs1)N1CCN(c2ccc(F)cc2)CC1	3.3%	/
COC(=O)c1c(C)oc2ccc(OCc3ccc(F)cc3)cc12	-4.0%	2%
Cc1ccc(-c2nnc(N)s2)cc1C	-5.0%	-1%
CCN(CC)S(=O)(=O)c1ccc(NC(=O)CN(c2ccc(OC)cc2OC)S(C)(=O)=O)cc1	0.4%	0%

In another format: 3 of the compounds above
SMILES | Hsp70 inhibitors | Rat MKP-3 inhibitors
CCC(C)NS(=O)(=O)c1ccc(OCC(=O)Nc2ccc(F)cc2F)cc1 (stereo not drawn) | 3.5% | /
CCN(CC(=O)NCCc1ccc(S(N)(=O)=O)cc1)Cc1nc2ccccc2c(=O)[nH]1 | 9.0% | -10%
COC(=O)c1c(C)oc2ccc(OCc3ccc(F)cc3)cc12 | -4.0% | 2%

Quoted from the listing.
Under Hsp70 inhibitors, `O=C(c1ccccc1)c1cc(F)c(N2CCOCC2)cc1Cl` is listed with 4.5%
Under Hsp70 inhibitors, `CCN(CC(=O)NCCc1ccc(S(N)(=O)=O)cc1)Cc1nc2ccccc2c(=O)[nH]1` is listed with 9.0%
Under Hsp70 inhibitors, `CCN(CC)S(=O)(=O)c1ccc(NC(=O)CN(c2ccc(OC)cc2OC)S(C)(=O)=O)cc1` is listed with 0.4%
Under Hsp70 inhibitors, `COC(=O)c1c(C)oc2ccc(OCc3ccc(F)cc3)cc12` is listed with -4.0%

Single records, as listed above. Order of screens: Hsp70 inhibitors	Rat MKP-3 inhibitors
Shown for `CCC(C)NS(=O)(=O)c1ccc(OCC(=O)Nc2ccc(F)cc2F)cc1` (stereo not drawn) → 3.5%	/
Shown for `O=C(c1ccccc1)c1cc(F)c(N2CCOCC2)cc1Cl` → 4.5%	-6%
